# PTHR1 ag = qHTS for PTHR1 Agonists: Primary Screen. Parathyroid hormone/parathyroid hormone-related peptide receptor (Homo sapiens), Q03431. HEK293 GP2 PTHR1 cells, GloSensor cAMP luminescence, 1 h. Potency, µM (titrated, usually from 115 µM), without a hit: at the highest dose activation, actives largely listed as activators. 410,000 compounds, 0.075% hits. AID 743266, 2014; note: potency is the fitted concentration of half-maximal effect; nearly all actives have a fitted effect of over 55% in size; some results filed as inactive show a strong effect at the top dose; inactives centre near -15; many of its hits are not listed in these tables
#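 HEK-293-derived GP2 cells expressing PTHR1 and a GloSensor cAMP reporter, 3,000/well, plated overnight, given luciferin plus IBMX (each 0.5 mM as added) for 1 h at 37 °C, then compound for 1 h at 37 °C. Luminescence was read after 15 min at room temperature.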
# PLK1 PBD inh = qHTS for Inhibitors of PLK1-PDB (polo-like kinase 1 - polo-box domain): Primary Screen | Serine/threonine-protein kinase PLK1 (Homo sapiens), P53350 | Plk1 PBD binding of FITC phosphopeptide, fluorescence polarization | Potency, µM, for the others: max response, negative = inhibition, most hits filed as inhibitors | 360,000 compounds, 2.8% hits | AID 720504, 2013; note: potency is the fitted concentration of half-maximal effect; series mostly up to about 57 µM; % is set by controls: 0 for no effect and ±100 for the full control effect; nearly all actives have a fitted effect of over 65% in size
# PI5P4K alpha inh = qHTS for Inhibitors of phosphatidylinositol 5-phosphate 4-kinase (PI5P4K). PI5P4Kalpha enzyme, ADP-Glo luminescence, 60 min; hits give low values. 330,000 compounds, 1.2% hits. max response, %; active = max response of -50% or lower; inconclusive = between -30% and -50%; inactive = -30% or higher; note: value at the top dose of about 77 µM; % is set by controls: 0 for no effect and ±100 for the full control effect
#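 ADP-Glo luminescence end-point after a 60 min room-temperature kinase reaction. PI5P4Kalpha and substrate in HEPES pH 7.4 buffer with EGTA, 0.1% CHAPS and 5% DMSO; ATP at 5 microM final.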
# EPAC1 ag = qHTS for Agonist of cAMP-regulated guanine nucleotide exchange factor 3 (EPAC1): primary screen. AID 720707, 2013. 360,000 compounds, 0.073% hits. Rap guanine nucleotide exchange factor 3 (Homo sapiens), O95398. Potency, µM (titrated, usually from 154 µM), for inactives: at the top dose activation, most hits filed as activators. EPAC1 agonist qHTS, biochemical assay; response scale: 100% = response to 6.5 mM cAMP; note: potency is the fitted concentration of half-maximal effect; nearly all actives have a fitted effect of over 60% in size
# Target sequence (O95398 whole entry, looked up): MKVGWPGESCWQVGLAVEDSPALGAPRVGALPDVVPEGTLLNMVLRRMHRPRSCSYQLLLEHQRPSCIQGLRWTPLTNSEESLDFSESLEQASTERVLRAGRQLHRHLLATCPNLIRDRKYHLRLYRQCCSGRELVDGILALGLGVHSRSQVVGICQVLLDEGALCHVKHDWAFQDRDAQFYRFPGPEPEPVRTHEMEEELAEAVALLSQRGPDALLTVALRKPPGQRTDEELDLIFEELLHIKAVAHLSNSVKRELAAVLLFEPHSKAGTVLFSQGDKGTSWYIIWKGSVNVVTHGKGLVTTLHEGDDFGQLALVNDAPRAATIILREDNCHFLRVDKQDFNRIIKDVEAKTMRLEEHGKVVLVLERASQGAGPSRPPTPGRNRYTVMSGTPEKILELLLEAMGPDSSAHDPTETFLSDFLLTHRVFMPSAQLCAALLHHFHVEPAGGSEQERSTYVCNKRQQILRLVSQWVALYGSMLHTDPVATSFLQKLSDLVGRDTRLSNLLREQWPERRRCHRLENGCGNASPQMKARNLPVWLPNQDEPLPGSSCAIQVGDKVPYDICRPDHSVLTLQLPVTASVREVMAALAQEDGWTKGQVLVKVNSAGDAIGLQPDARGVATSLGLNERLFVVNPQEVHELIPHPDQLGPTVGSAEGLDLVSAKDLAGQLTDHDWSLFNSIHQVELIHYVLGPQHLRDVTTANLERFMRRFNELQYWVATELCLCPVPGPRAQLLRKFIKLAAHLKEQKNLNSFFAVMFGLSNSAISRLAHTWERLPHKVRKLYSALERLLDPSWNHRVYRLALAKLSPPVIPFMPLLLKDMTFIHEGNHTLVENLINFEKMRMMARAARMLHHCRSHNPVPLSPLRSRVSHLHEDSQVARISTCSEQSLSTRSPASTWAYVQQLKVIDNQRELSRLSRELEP
#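 Read-out is the fluorescence drop as BODIPY-GDP leaves Rap1B (480 nm excitation, 540 nm emission), recorded every 5 minutes over 30 minutes. Reactions held 100 nM EPAC1, 250 nM Rap1B–BODIPY-GDP and 50 uM GDP, with 6.5 mM cAMP setting full activation.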
# HEK293 tox = qHTS of GLP-1 Receptor Inverse Agonists: Cytotox Screen; HEK293 cAMP-luciferase reporter cells, luminescence, 24 h; Potency, µM (top dose mostly 38.3 µM), inactives show at the top dose activity change, negative = inhibition, most hits filed as inhibitors; 410,000 compounds, 0.13% hits; AID 624418, 2012;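 note: loss of luciferase light is scored as toxicity; potency is the fitted concentration of half-maximal effect; % is set by controls: 0 for no effect and ±100 for the full control effect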
#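 Compound-treated cells are incubated 24 hr at 37 deg C under 5% CO2 after a 12 hour attachment period, then luciferase detection reagent is added and luminescence is measured following 12 min at room temperature; lowered signal indicates toxicity.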
# IL2 activator = qHTS of IL-2 Activators | 360,000 compounds, 0.065% hits | activation, % (series mostly up to about 46 µM) | IL-2 activation reporter assay, cell-based qHTS; stimulated with anti-CD3/CD4/CD28 beads; in transgenic mouse T cells; in the data active = activation above about 50%; inconclusive = mostly about 30% to 49%; note: 0% is about no effect
#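 Quantitative HTS in unstimulated transgenic mouse T cells, with memory T cells as non-tolerant control and PMA/ionomycin as tolerance-bypass control. Compound pretreatment lasted 60 minutes before 18 h bead stimulation; EGFP/DsRed fluorescence read.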
# GLP1R ag = qHTS of GLP-1 Receptor Agonists; Glucagon-like peptide 1 receptor (Homo sapiens), P43220; Potency, µM (highest dose often 45.6 µM), for inactives: top-dose activation, hits mostly activators; 380,000 compounds, 0.007% hits; AID 624172, 2012; HEK293 GLP-1R CRE-luciferase, luminescence, 4-6 h; cells express a hypersensitive GLP-1R form; note: potency is the fitted concentration of half-maximal effect; % of control where 0% means no effect
# EPAC1 antagonist = qHTS for Antagonist of cAMP-regulated guanine nucleotide exchange factor 3 (EPAC1): primary screen; Potency, µM (series often up to 115 µM), for inactives: at the highest dose activity change, negative = inhibition, most hits filed as inhibitors; 360,000 compounds, 0.14% hits; EPAC1 GEF assay, Rap1b-BODIPY-GDP exchange fluorescence; Rap guanine nucleotide exchange factor 3 (Homo sapiens), O95398;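 note: potency is the fitted concentration of half-maximal effect; plate controls were vehicle for no effect and positive control for full effect; nearly all actives have a fitted effect of over 50% in size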
# GLP1R inv ag = qHTS of GLP-1 Receptor Inverse Agonists (Inhibition Mode) | Glucagon-like peptide 1 receptor (Homo sapiens), P43220 | HEK293 GLP-1R CRE-luciferase, luminescence, 24 h; GLP-1R form is constitutively active | Potency, µM (top dose mostly 38.3 µM), inactives show at the top dose activity change, negative = inhibition, most hits filed as inhibitors | 410,000 compounds, 1.6% hits | AID 624417, 2012; note: potency is the fitted concentration of half-maximal effect; % is set by controls: 0 for no effect and ±100 for the full control effect; nearly all actives have a fitted effect of over 55% in size
#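 Inverse agonism was detected as reduced cAMP-driven luciferase luminescence after 24 h compound treatment. The cells were HEK293 clones expressing constitutively active human GLP-1R with the reporter. Reporter-only and GPR119 cell lines served as counterscreen controls.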
# * = called active by the depositor; i = inactive; ? = inconclusive; nt = no result given; & = joins results of further samples; [ ] = another dose, or the depositor's remark. Unless noted, calls come from the whole dose curve; as a rule, active = well fitted curve in the direction sought with a large enough effect; inconclusive = small, poorly fitted or top-dose-only effect, or another doubt; inactive = no such curve, though single readings can be large; an effect the other way counts as inactive or inconclusive. A portion of the library. The share of hits here may be higher or lower than overall.
canonical_smiles | PTHR1 ag | PLK1 PBD inh | PI5P4K alpha inh | EPAC1 ag | HEK293 tox | IL2 activator | GLP1R ag | EPAC1 antagonist | GLP1R inv ag
O=C(CNC(=O)c1ccc(Br)cc1)N/N=C/c1cccnc1 | 1% | -15% | 0 | 2% | 1% | -1.0 | 3% | -13% | -2%
COc1ccc(NC(=O)c2cccc(OC(F)F)c2)cc1Cl | -24% | -1% | 12 | 10% | -16% | -0.7 | 3% | -16% | ?
O=C(c1ccc2c(c1)OCO2)N1CCCC(c2ccccc2)C1 (stereo not given) | i | -4% | 1 | -7% | 0% | 0.1 | ? | -2% | 7%
CCCCN1C(=O)C(CC(=O)NCc2ccco2)CC(C(=O)N2CCCCCC2)=C1C (stereo not given) | -10% | 0% | 4 | -15% | -1% | 0.3 | 4% | 8% | 24%
CN(C)c1nc(NCc2ccccc2)nc(SCC(=O)Nc2ccccc2)n1 | -45%[inhibitor] | 1% | nt | 9% | -1% | -1.4 | 13% | -17% | ?
Cc1cc(C)n2nc(C(=O)OCC(=O)Nc3ccc4c(c3)OCO4)nc2n1 | 6% | -7% | -7 | 10% | 5% | -2.9 | 3% | -3% | 11%
COC(=O)C1(C)Nc2ccccc2C(=O)N1c1ccccc1OC (stereo not given) | -8% | -12% | 0 | -4% | -16% | -0.4 | 5% | 0% | -6%
O=C(NC1CCCCC1)C(CCc1ccccc1)N1CCc2ccccc2C1 (stereo not given) | -18% | -6% | 3 | 1% | 4% | 1.0 | 10% | -14% | -9%
Cn1c(=O)[nH]c(=O)c2c1nc(SCC(N)=O)n2Cc1cccc(Br)c1 | i | -3% | -2 | 6% | -19% | -1.6 | 26% | 2% | 43%[activator]
Cc1ccc(C)c(NC(=O)CSc2nc3c([nH]c4ccccc43)c(=O)n2-c2ccc(F)cc2)c1 | -45%[inhibitor] | nt | nt | nt | 17% | nt | 3% | nt | 8%
Cc1cc(C)c(C)c(S(=O)(=O)N2CCC(C(=O)N3CCN(c4ccc(F)cc4)CC3)CC2)c1C | -3% | -3% | 2 | -5% | 0% | -2.0 | 9% | ? | 5µM*
CCOc1ccc(S(=O)(=O)NCCC(=O)NCC(c2cccs2)N(C)C)cc1 (stereo not given) | -20% | 2% | 5 | 2% | 0% | 0.2 | 0% | 2% | -9%
O=C(CCCn1cnc([N+](=O)[O-])n1)Nc1cc(Cl)ccc1O | i | -7% | 1 | 5% | -7% | 1.4 | 13% | -14% | 14%
O=C(Cn1ccccc1=O)c1cccs1 | i | -8% | nt | 11% | -17% | -0.2 | -1% | 8% | 8%
CN(C)C(=O)N1CCNCC1 | i | 7% | 0 | 2% | -3% | -2.0 | 3% | 0% | 7%
COc1ccc(S(=O)(=O)N2CCC(C(N)=O)CC2)cc1 | -9% | -10% | -2 | -19% | 1% | 0.1 | 3% | -2% | -10%
Cc1[nH]c2ccccc2c1CCNC(=O)c1ccc2c(c1[N+](=O)[O-])C(=O)c1ccccc1C2=O | i | -8% | -13 | -2% | -20% | -2.6 | -32%[inhibitor] | 6% | -24%
Cc1ccc(CS(=O)(=O)c2ccccc2-c2nnc(-c3ccc(Cl)cc3)o2)cc1 | -8% | -10% | 0 | 3% | 21% | -1.7 | -9% | 8% | 3%
COc1ccc(CC(=O)OCC(=O)Nc2cc(S(=O)(=O)N3CCOCC3)ccc2N2CCCC2)cc1 | 15% | -3% | -3 | 6% | 3% | 2.4 | 4% | -14% | 3%
Cc1oc2c(C)c3oc(=O)c4c(c3cc2c1C)CCC4 | -10% | 0% | 3 | 0% | 2% | 0.1 | -5% | -3% | 10%
COc1cccc2c1C(=O)C[C@]1(CCCC[C@@H]1C)O2 | i | -6% | 2 | 7% | 2% | -0.3 | 19% | -11% | -34%
COc1ccc(C(=O)NCC(c2cccnc2)N2CCN(c3ccc(F)cc3)CC2)cc1OC (stereo not given) | -13% | -4% | 3 | -5% | -1% | -2.5 | -5% | -5% | 9%
CCC(=O)NC(Nc1cc(C)cc(C)n1)(C(F)(F)F)C(F)(F)F | -4% | -11% | 2 | 2% | 18% | -1.3 | 6% | -6% | 34%[activator]
CC(C)c1ccc(NC(=O)C2CCN(S(=O)(=O)c3cccc4nonc34)CC2)cc1 | -28% | nt | nt | nt | -15% | nt | -1% | nt | ?
CCCCCNC(=O)c1nc(-c2c(F)cccc2F)oc1-c1ccccc1 | -12% | 1% | 23 | -13% | 2% | 1.0 | nt | 9% | ?
Cc1nc(-c2noc(-c3ccccc3Cl)n2)c(C(F)(F)F)o1 | i | 0% | 1 | -3% | 1% | 1.4 | 7% | -7% | 10%
CCOC(=O)c1sc(N/N=C/c2cc(Br)c(O)c(OC)c2)nc1C | i | ? | ? | 1% | 18% | -0.2 | 26% | -13% | -19%
CC(C)OP(=O)(c1ccc(N(C)C)cc1)C(O)c1ccc(N(C)C)cc1 (stereo not given) | i | -3% | 1 | -1% | 0% | -0.4 | -6% | 10% | 1%
COc1ccc(CN2CCC(=O)N([C@H](CO)Cc3ccccc3)CC2)cc1 | i | -8% | 3 | -6% | 2% | 0.1 | 7% | -4% | -13%
CC(C)Cc1nc2ccc(N)cc2[nH]1 | -2% | 4% | -4 | -2% | 10% | -0.6 | 2% | -15% | 2%
COc1ccc(C2OC(=O)C(C)(C)C(=O)C2(C)C)cc1OC (stereo not given) | i | -13% | 2 | 2% | 17% | 1.3 | 1% | -21% | 22%
Nc1nnc(SCC(=O)OCc2ccc(F)cc2)s1 | -7% | -8% | -14 | 10% | 1% | -1.4 | -19% | 11% | 3%
COc1cc2cc(C#N)c(SCC(=O)N3CCOCC3)nc2cc1OC | -7%[57.5 µM] | -11% | -3 | 3% | -11% | 0.3 | 24% | 0% | 101%[activator]
Cc1cccc(N(C(=O)c2ccc(Cl)cc2)C2CS(=O)(=O)CC2OC(=O)c2ccc(Cl)cc2)c1 (stereo not given) | ? | -9% | nt | 6% | -2% | 0.1 | 4% | -13% | ?
CC(=O)c1c(C)[nH]c(C(=O)OCC(=O)Nc2sc3c(c2C#N)CCCC3)c1C | -35%[inhibitor] | -18% | -7 | 9% | 0% | -5.5 | -3% | -8% | 0%
C=C(C)CSc1cc(C)nc2c(-c3ccccc3)c(C)nn12 | -44%[inhibitor] | -5% | 0 | 18% | -2% | 1.5 | ? | -10% | ?
COC(=O)c1ccc(CSc2nnc(CNC(=O)c3cccs3)o2)o1 | -3% | -2%&-12% | 3 | 1% | -12% | -2.2 | 1% | 2% | 13%
Cc1ccc(C)c(-c2nc3ccc(N)cc3[nH]2)c1 | i | -23% | -13 | 2% | -17% | -0.4 | 5% | 3% | -25%
C[C@H]1C=C(C(=O)NCc2nc3ccccc3[nH]2)O[C@@H](OCCCCO)C1 | i | -9% | -6 | -8% | 11% | -1.0 | 2% | 2% | 0%
CCOC(=O)Cc1csc(NS(=O)(=O)c2ccc(OC)cc2)n1 | i | -2% | -6 | 5% | -17% | 1.1 | 0% | 13% | -1%
CCOc1cc(C(=O)CSc2nnc(CNc3ccc(Cl)cc3)o2)ccc1NC(=O)CC | -48%[inhibitor] | 0% | 2 | -19% | ? | -0.5 | -8% | 2% | ?
COc1cc(C(CC(=O)Nc2ccc(Cl)cn2)N2Cc3ccccc3C2=O)cc(OC)c1OC (stereo not given) | i | 3% | 0 | -5% | -9% | -0.7 | 12% | -17% | -18%
O=C1NC[C@@H](CCCCN2CCN(CCc3ccccc3)C(=O)C2=O)N(Cc2ccccc2)C1=O | -7% | 8% | 5 | 4% | 3% | -0.4 | -2% | -23% | 23%
CC[N+](CC)(CC#Cc1ccccc1)CC(=O)c1ccc(Cl)cc1 | i | -3% | -4 | 11% | 11%[1.53 µM] | -0.7 | -4% | 6% | ?
O=C(Nc1ccc(N2CCN(C(=O)c3ccco3)CC2)cc1)c1cccnc1Cl | i | ? | -1 | -3% | 7% | -2.6 | -7% | 18% | 8%

# Given field by field: entries from further up
> CCOc1cc(C(=O)CSc2nnc(CNc3ccc(Cl)cc3)o2)ccc1NC(=O)CC
  PTHR1 ag: -48%[inhibitor]
  PLK1 PBD inh: 0%
  PI5P4K alpha inh: 2
  EPAC1 ag: -19%
  HEK293 tox: ?
  IL2 activator: -0.5
  GLP1R ag: -8%
  EPAC1 antagonist: 2%
  GLP1R inv ag: ?
> COc1cc(C(CC(=O)Nc2ccc(Cl)cn2)N2Cc3ccccc3C2=O)cc(OC)c1OC (stereo not given)
  PTHR1 ag: i
  PLK1 PBD inh: 3%
  PI5P4K alpha inh: 0
  EPAC1 ag: -5%
  HEK293 tox: -9%
  IL2 activator: -0.7
  GLP1R ag: 12%
  EPAC1 antagonist: -17%
  GLP1R inv ag: -18%
> O=C1NC[C@@H](CCCCN2CCN(CCc3ccccc3)C(=O)C2=O)N(Cc2ccccc2)C1=O
  PTHR1 ag: -7%
  PLK1 PBD inh: 8%
  PI5P4K alpha inh: 5
  EPAC1 ag: 4%
  HEK293 tox: 3%
  IL2 activator: -0.4
  GLP1R ag: -2%
  EPAC1 antagonist: -23%
  GLP1R inv ag: 23%
> CC[N+](CC)(CC#Cc1ccccc1)CC(=O)c1ccc(Cl)cc1
  PTHR1 ag: i
  PLK1 PBD inh: -3%
  PI5P4K alpha inh: -4
  EPAC1 ag: 11%
  HEK293 tox: 11%[1.53 µM]
  IL2 activator: -0.7
  GLP1R ag: -4%
  EPAC1 antagonist: 6%
  GLP1R inv ag: ?

# Screening data deposited in PubChem by National Center for Advancing Translational Sciences (NCATS).
